# Anesthetic bind: candidate novel general anesthetic via apoferritin binding; P02791; 0.074% of 350,000 active; Potency, µM (titrated, usually from 77.5 µM), for inactives: at the highest dose activity change, negative = displacement, actives largely listed as inhibitors; apoferritin/1-aminoanthracene competitive binding, fluorescence; AID 485281; further: potency means the concentration at half of the fitted maximal effect; on the % scale 0 is the no-effect control and ±100 the full control effect; nearly all actives have a fitted effect of over 20% in size
#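 Concentration-response curves derived by four-parameter Hill fitting of normalized fluorescence, where compounds displaced 1-AMA from 10 uM horse apoferritin following a brief 10 min room-temperature incubation; propofol titration acted as positive control.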
# POLI inh: inhibitors of human DNA polymerase iota. 1% of 390,000 active. Potency, µM (doses to about 115 µM), for the others: at the top dose activity, negative = inhibition, usual class: inhibitors. AID 588590. Pol iota fluorescent replication assay, 10 min; further: potency means the concentration at half of the fitted maximal effect
#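 Pol iota at 10 nM preincubated 15 min with compounds at room temperature; reaction started with fluorescent substrate, 50 nM final. Fluorescence read kinetically at 0 and 10 min; buffer-only wells as negative control.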
# BLM helicase inh: Bloom syndrome helicase (human) inhibition; P54132; recombinant BLM DNA unwinding, fluorescence dequenching; Potency, µM (titrated, usually from 56.1 µM), without a hit: top-dose activity change, negative = inhibition, most hits filed as inhibitors; 0.2% of 350,000 active;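 further: potency means the concentration at half of the fitted maximal effect; plate controls were vehicle for no effect and no enzyme for full effect; nearly all actives have a fitted effect of over 35% in size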
# Pol kappa inh: blocks human DNA polymerase kappa activity; Q9UBT6; purified Pol kappa, fluorescent DNA synthesis assay, 10 min; Potency, µM (series often up to 107 µM), for the others: at the highest dose activity, negative = inhibition, most hits filed as inhibitors; 0.53% of 400,000 active; further: potency means the concentration at half of the fitted maximal effect; on the % scale 0 is the no-effect control and ±100 the full control effect
#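 Here, compound and 10 nM enzyme are combined for 15 min at room temperature; adding 50 nM substrate (final) starts DNA synthesis, tracked by fluorescence at 0 and 10 min against buffer-only wells.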
# Pol beta inh: DNA polymerase beta (human) inhibition; Pol beta primer extension/strand displacement, fluorescence kinetic; Potency, µM (highest dose often 114 µM), for inactives: top-dose activity change, negative = inhibition, most hits filed as inhibitors; 1.3% of 340,000 active; AID 485314; further: potency means the concentration at half of the fitted maximal effect; on the % scale 0 is the no-effect control and ±100 the full control effect
#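 Kinetic readout of DNA synthesis with strand displacement by Pol beta. Compound and 10 nM enzyme sit 15 min at room temperature; 50 nM substrate starts the reaction, read immediately and at 10 min.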
# LDHA block: blocks human lactate dehydrogenase A. purified LDHA, NADH/diaphorase-resazurin fluorescence; stronger effect = lower value. activity change, % (values are at about 110 or 230 µM). 0.15% of 480,000 active. AID 1347041; in the data active means activity change below about -30%; inconclusive means mostly about -25% to -30%;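 further: plate controls were DMSO wells for no effect and wells without enzyme for full effect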
#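 Remaining NADH was detected by diaphorase (0.133 mg/mL) converting 37 µM resazurin to fluorescent resorufin, read at 0 and 20 minutes. The preceding 5-minute room-temperature reaction used 2 nM LDHA, 0.2 mM sodium pyruvate and 0.06 mM NADH at pH 7.4.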
# POLH inh: inhibitors of human DNA polymerase eta. Q9Y253. recombinant Pol eta, fluorescent DNA replication assay. Potency, µM (highest dose often 114 µM), without a hit: at the top dose activity change, negative = inhibition, hits mostly inhibitors. 1.2% of 390,000 active. AID 588591; further: potency means the concentration at half of the fitted maximal effect; on the % scale 0 is the no-effect control and ±100 the full control effect
# Target sequence (Q9Y253 whole entry, looked up): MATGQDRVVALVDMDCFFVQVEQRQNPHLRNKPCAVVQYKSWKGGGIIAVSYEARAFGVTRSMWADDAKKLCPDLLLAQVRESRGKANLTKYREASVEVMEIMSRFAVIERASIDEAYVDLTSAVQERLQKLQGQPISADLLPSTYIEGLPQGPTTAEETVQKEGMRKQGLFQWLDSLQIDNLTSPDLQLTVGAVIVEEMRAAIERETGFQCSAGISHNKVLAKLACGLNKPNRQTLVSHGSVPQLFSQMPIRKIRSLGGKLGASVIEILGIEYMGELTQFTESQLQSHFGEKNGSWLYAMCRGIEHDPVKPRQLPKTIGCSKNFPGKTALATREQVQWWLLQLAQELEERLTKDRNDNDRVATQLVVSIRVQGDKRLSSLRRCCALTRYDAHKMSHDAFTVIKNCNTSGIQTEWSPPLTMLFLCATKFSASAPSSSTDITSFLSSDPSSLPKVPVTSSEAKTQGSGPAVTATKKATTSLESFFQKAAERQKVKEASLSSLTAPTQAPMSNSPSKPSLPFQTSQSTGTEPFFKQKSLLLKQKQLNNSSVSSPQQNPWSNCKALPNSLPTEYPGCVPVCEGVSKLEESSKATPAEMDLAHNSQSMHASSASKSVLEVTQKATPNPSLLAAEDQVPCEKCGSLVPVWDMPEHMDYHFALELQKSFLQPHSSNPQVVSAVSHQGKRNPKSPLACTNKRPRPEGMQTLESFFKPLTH
#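 Pol eta (10 nM) was preincubated with compounds for 15 min at room temperature, after which fluorescent replication substrate (50 nM final) was added to start the reaction. Fluorescence was read kinetically at 0 and 10 min.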
# GRP78 ERSR act: inducers of ER stress response in human glioma cells; U87-MG GRP78 promoter luciferase reporter, 16 h; 0.02% of 420,000 active; AID 602332; Potency, µM, inactives show at the highest dose activation, actives largely listed as activators; further: potency means the concentration at half of the fitted maximal effect; series mostly up to about 76 µM; % of control where 0% means no effect; nearly all actives have a fitted effect of over 35% in size
#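 Stably transfected U87-MG glioma cells carrying a GRP78-based luciferase sensor; 16 h compound incubation. Luminescence end-point read 10 min after Bright-Glo addition at room temperature.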
# APE1 inh: inhibitors of human APE1 endonuclease. P27695. recombinant APE1, TAMRA/BHQ-2 abasic DNA cleavage fluorescence. Potency, µM (highest dose often 65.8 µM), for the others: top-dose activity change, negative = inhibition, actives largely listed as inhibitors. 0.35% of 350,000 active. AID 2517;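 further: potency means the concentration at half of the fitted maximal effect; plate controls were vehicle for no effect and reference inhibitor for full effect; nearly all actives have a fitted effect of over 55% in size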
#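 Compound pre-exposure to 0.75 nM APE1, 15 min at ambient temperature. Reaction initiated with 50 nM TAMRA/BHQ-2 THF substrate, read immediately in kinetic mode, 525 nm excitation, 598 nm emission.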
# The depositor's hits bear a star; ? = inconclusive; · = no result given; & = joins results of further samples; [ ] = remark or other dose. Unless noted, the call rests on the fitted dose curve; in most records, active means well fitted curve in the direction sought with a large enough effect; inconclusive means small, poorly fitted or top-dose-only effect, or another doubt; inactive means no such curve, though single readings can be large; an effect the other way counts as inactive or inconclusive. An excerpt. The share of hits here may be higher or lower than overall.
# Under each structure – Anesthetic bind, POLI inh, BLM helicase inh, Pol kappa inh, Pol beta inh, LDHA block, POLH inh, GRP78 ERSR act, APE1 inh
1) Brc1ccc(/C=N/c2nc3ccccc3n2CCN2CCOCC2)cc1
  -6%, 12%, 0%, -12%, 3%, -12, -11%, -5%, -1%
2) COc1cc(C(=O)N2CCN(C3CCCCC3)CC2)cc(OC)c1OC
  -5%, 39%[activator], -9%, -7%, 47%, -10&-6, -16%, -3%, -6%
3) O=C(Nc1ccc(Cl)cc1)Nc1nnc(CSc2ccc(Cl)cc2)s1
  3%, 53%[activator], 4%, 2%, 22%, -5, -10%, 5%, 0%
4) Cc1onc(-c2ccccc2Cl)c1C(=O)N1C=CC(C(F)(F)Cl)=NCC1
  -12%, 17%, 1%, -12%, 30%, -4, 3%, -2%, 0%
5) O=S(=O)(Nc1nc2ccccc2nc1Cl)c1ccccc1
  1%, -7%, 4%, -15%, 0%[57.1 µM], -7, -15%, -4%, -8%
6) Cc1ccccc1CSc1nc(-c2ccccc2)cc(=O)[nH]1
  0%, 29%, 4%, 4%, 14%[57.1 µM], -9, 4%, 3%, 17%
7) N#CCC(=O)NC(=O)NCC1CC1
  -4%&-8%, 38%[activator], -11%&-1%, 7%, 2%, -2, -5%, -4%, -6%&-1%
8) CCCCn1nnnc1NCc1cc(OC)c(OC)c(OC)c1
  -6%, 20%, 3%, -3%, 24%, -12, -9%, -2%, -1%
9) Cn1c(=O)cc(OCC(=O)NCc2cccs2)c2ccccc21
  -5%, 17%, 0%, 3%, 37%, -6, -12%, 2%, 12%
10) O=C(/C=C/c1ccco1)OCC1CCCN2CCCCC12 (centres undefined)
  -7%, 20%, -2%, -6%, -12%, -2, -8%, 2%, 19%
11) CCCCn1cnc2cc(C)c(C)cc21
  -12%, -12%, -2%, -5%, 30%, -9, 0%, -3%, -6%
12) Cc1cc(-c2ccc(C(C)C)c(S(=O)(=O)Nc3ccccn3)c2)on1
  -15%, ?, -6%, -20%, 3%, -3, -13%, 20%, -15%
13) Cc1sc2ncnc(N3CCC(C(=O)Nc4ccc(Br)cc4Br)CC3)c2c1C
  ·, 7%, ·, -16%, ·, -7, -6%, -6%, -2%
14) CCOc1ccc(C2N(c3ccc(F)cc3)C(=O)C3CCCN32)cc1 (centres undefined)
  -5%, 27%, -1%, 4%, -18%, -5, -19%, -3%, -10%
15) CC(C)C(=O)N1CCN(c2ccccc2NC(=O)c2ccc([N+](=O)[O-])o2)CC1
  -4%, 5%, -5%, 6%, 1%, 0, -14%, ?, 61%[activator]

# The final 2 records of the section before open the next one:
# Under each structure – Anesthetic bind, POLI inh, BLM helicase inh, Pol kappa inh, Pol beta inh, LDHA block, POLH inh, GRP78 ERSR act, APE1 inh
14) CCOc1ccc(C2N(c3ccc(F)cc3)C(=O)C3CCCN32)cc1 (centres undefined)
  -5%, 27%, -1%, 4%, -18%, -5, -19%, -3%, -10%
15) CC(C)C(=O)N1CCN(c2ccccc2NC(=O)c2ccc([N+](=O)[O-])o2)CC1
  -4%, 5%, -5%, 6%, 1%, 0, -14%, ?, 61%[activator]
16) COc1ccc(S(=O)(=O)N2CCC(C(=O)NCCC3=CCCCC3)CC2)cc1C
  2%, 34%[activator], -6%, -14%, -3%, 0, -18%, 2%, -5%
17) Cc1cccc(N2CCN(C3(c4ccccc4)C(=O)c4ccccc4C3=O)CC2)c1C
  -4%, -10%, -5%, -6%, -28%, 3, -15%, -6%, ·
18) O=C(O)C1=CC[C@@H](c2ccc(Cl)cc2)N(S(=O)(=O)c2ccc(Cl)cc2)[C@H]1c1ccc(Br)cc1
  ·, -1%, ·, -16%, ·, -4, ?, 1%, -11%
19) Cc1nonc1CN(C)C(=O)CC1C(=O)NCCN1Cc1cccc(C(F)(F)F)c1 (centres undefined)
  -9%, 25%, -7%, -1%, 13%, -2, -5%, -3%, 10%
20) CC(C)NC(=S)NN=C1CCCCCCCCCCC1
  -10%, 33%[activator], -5%, 5%, -3%, 7, -12%, -3%, -3%
21) COc1ccc(NC(=O)c2c3c(nc4ccccc24)CCN(Cc2ccccc2)C3)c(OC)c1
  -9%, 9%, -4%, -3%, ?, 1, -19%, -3%, 0%
22) CC(C)c1ccc(OCC(O)CN2CCN(c3ccccn3)CC2)cc1 (centres undefined)
  -12%, ?, -5%, -3%, 16%, 1, 0%, -3%, -5%
23) CCOc1ccc(-c2noc(CCC(=O)NC3CCCC3)n2)cc1OC
  -8%, 89%[activator], -3%, -22%, 30%, -4, 1%, -5%, 6%
24) COc1ccc(C(=O)NC=C2C(=O)OC(C)(C)OC2=O)cc1
  -8%, 94%[activator], 4%, -16%, 3%, -7, -14%, -5%, -2%
25) OC(CNCC#Cc1ccccc1)c1ccccc1 (centres undefined)
  -5%, 10%, -5%, 8%, 27%, -1, -15%, -1%, 1%
26) COc1ccc(NS(=O)(=O)c2c(C)n(C)c(=O)n(C)c2=O)cc1
  -18%, 4%, -2%, -1%, -17%, -2, -13%, -7%, 39%
27) Cc1cc(N2CCOCC2)n2nc(C)c(-c3ccc(Cl)cc3)c2n1
  -2%, 10%, -2%, 5%, ?, 0, -18%, -4%, -8%
28) COc1ccccc1C(=O)OCC(=O)NC1CCCC1
  -16%, -3%, 1%, 3%, 50%, -5, -19%, 1%, 41%[activator]

# From compound 26 up to 28, copied from above:
# Under each structure – Anesthetic bind, POLI inh, BLM helicase inh, Pol kappa inh, Pol beta inh, LDHA block, POLH inh, GRP78 ERSR act, APE1 inh
26) COc1ccc(NS(=O)(=O)c2c(C)n(C)c(=O)n(C)c2=O)cc1
  -18%, 4%, -2%, -1%, -17%, -2, -13%, -7%, 39%
27) Cc1cc(N2CCOCC2)n2nc(C)c(-c3ccc(Cl)cc3)c2n1
  -2%, 10%, -2%, 5%, ?, 0, -18%, -4%, -8%
28) COc1ccccc1C(=O)OCC(=O)NC1CCCC1
  -16%, -3%, 1%, 3%, 50%, -5, -19%, 1%, 41%[activator]

# Screens: PubChem BioAssay, National Center for Advancing Translational Sciences (NCATS)
